Assay outcomes as filed in PubChem.
ALOX12 inh: inhibitors of human 12S-lipoxygenase ALOX12; P18054; purified 12hLO, xylenol orange hydroperoxide absorbance; Potency, µM (highest dose often 108 µM), for inactives: at the highest dose activity change, negative = inhibition, actives largely listed as inhibitors; 580,000 compounds, 1.1% hits; AID 1671190; active = well fitted inhibition curve with a large enough effect; inconclusive = small, poorly fitted or top-dose-only effect, or another doubt; inactive = no such curve, though single readings can be large or run the other way
Target sequence (P18054 whole entry, looked up): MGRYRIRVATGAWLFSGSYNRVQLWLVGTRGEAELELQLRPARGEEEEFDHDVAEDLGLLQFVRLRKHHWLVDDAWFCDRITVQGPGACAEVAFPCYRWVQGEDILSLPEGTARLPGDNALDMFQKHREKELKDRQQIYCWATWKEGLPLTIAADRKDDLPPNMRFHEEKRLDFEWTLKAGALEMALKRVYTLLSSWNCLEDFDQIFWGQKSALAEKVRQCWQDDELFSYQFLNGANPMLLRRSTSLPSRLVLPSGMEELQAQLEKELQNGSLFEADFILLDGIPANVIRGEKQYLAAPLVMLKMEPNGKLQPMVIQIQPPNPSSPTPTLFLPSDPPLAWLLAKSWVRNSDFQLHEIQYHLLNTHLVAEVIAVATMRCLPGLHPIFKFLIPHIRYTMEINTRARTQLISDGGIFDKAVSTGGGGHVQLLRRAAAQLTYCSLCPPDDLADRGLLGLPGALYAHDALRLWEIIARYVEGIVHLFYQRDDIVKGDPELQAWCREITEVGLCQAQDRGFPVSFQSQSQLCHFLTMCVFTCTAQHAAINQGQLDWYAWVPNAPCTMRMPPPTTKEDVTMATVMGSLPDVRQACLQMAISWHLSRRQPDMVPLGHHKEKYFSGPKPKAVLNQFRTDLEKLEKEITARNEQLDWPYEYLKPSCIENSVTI
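Hydroperoxide product was detected by ferrous iron/xylenol orange as the 573 to 405 nm absorbance ratio. Arachidonic acid at 40 uM (final) was turned over for 30 min at room temperature by 150 nM human 12hLO, pH 7.0 Hepes buffer, after 15 min compound preincubation.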
An asterisk follows results filed as active; ? = inconclusive; [ ] = another dose, or the depositor's remark. % is set by controls: 0 for no effect and ±100 for the full control effect; potency is the fitted concentration of half-maximal effect. This is a subset, so the mix of outcomes need not match the whole.

Molecule	ALOX12 inh
CCC(NC(=O)c1cccnc1)C12CC3CC(CC(C3)C1)C2 (stereo not drawn)	44%[activator]
O=C(Cc1cccc(C(F)(F)F)c1)N1CCCc2ncc(C(=O)N3CCCC[C@@H]3c3ccccc3)cc21	6%
CC(C)N(C)C(=O)CSc1nc(NC2CC2)c2ccccc2n1	9%
CCNC(=O)Nc1ccc(OCC(=O)NCc2ccc(C)cc2)nc1	30%
COc1cccc(-c2cc3c(ccn3CC3CCN(C)CC3)c(N3CCOCC3)n2)c1	8%[176 µM]
Cc1nc(CNCc2cccc(NC(=O)c3ccc(F)cc3)c2)cs1	?
Cc1ccc2nc(CN(C)C(=O)C3CCC(=O)N(C4CCCCCC4)C3)[nH]c2c1 (stereo not drawn)	22%
O=C(c1nc2ccccc2[nH]1)N1CCc2c(n(Cc3cccnc3)n(-c3ccccc3)c2=O)C1	2%
Cc1cc(C(=O)N2CCc3c(nc[nH]c3=O)C2)c2cc(Cl)ccc2n1	53%[activator]
Cc1cc(C)n(CC(=O)NCc2cc(N3CCOCC3)ncn2)c(=O)n1	28%
N#Cc1ccc(C(=O)OCC(=O)c2ccc3c(c2)OCCO3)cc1	?
CC(OC(=O)c1ccc(O)cc1)C(N)=O (stereo not drawn)	3%
CCc1nc2c(NC(=O)NC3CCCCC3)cccn2n1	25%
O=C(NC1CCCCC1)N1CCCCCC1CN1CCCC1 (stereo not drawn)	72%[activator]
CC(c1cccs1)N(C)C(=O)C1CC1 (stereo not drawn)	2%[176 µM]
COc1ccc(C(=O)N[C@@H]2CCC[C@@H]2C(=O)NCCCN2CCOCC2)cn1	12%
CCN(c1ccccc1)c1nnc(NC(=O)Nc2ccccc2)s1	-18%
CCCN(CC(F)(F)F)C(=O)CNC(=O)Cc1ccccc1	-27%
CC(C)c1noc(CSc2nc(C3CC3)nc3ccccc23)n1	29%
NCC(=O)Nc1ccc(-n2nc(C(F)(F)F)cc2-c2ccc3c(ccc4ccccc43)c2)cc1	19%[57.4 µM]
CC(C)N1C(=O)C2(CCCC2)C1C(=O)NCCCN1CCCC1=O (stereo not drawn)	55%[activator]
COCCOCc1nc(C2CCN(C(=O)c3ccncc3)CC2)no1	9%
O=C([C@@H]1C[C@H](Oc2ccccc2)CN1C(=O)NC1CCCCC1)N1CCOCC1	30%
Cn1cccc1C(=O)N1CCC[C@@]2(CCN(c3ccncc3)C2)C1	-21%[57.4 µM]
O=CNNC(=S)NCc1ccc(Cl)cc1	?
CC1CCN(C(=O)CCN2C[C@H](NS(C)(=O)=O)[C@@H](C(C)C)C2)CC1	15%
N#Cc1c(NC(=O)c2nn(-c3ccccc3)c(=O)c3ccccc23)sc2c1CCCC2	6%
COc1cc(NC(=O)C2CCCCC(=O)N2)cc(OC)c1 (stereo not drawn)	-15%
NC(=O)c1cc(C(=O)O)c[nH]1	?
Cc1ccc(NC(=O)CN(C)S(=O)(=O)c2cccc3cc(C)cnc23)cc1	6%

By substructure: the compounds so far with an NH in an aromatic ring.
Molecule	ALOX12 inh
Cc1ccc2nc(CN(C)C(=O)C3CCC(=O)N(C4CCCCCC4)C3)[nH]c2c1 (stereo not drawn)	22%
O=C(c1nc2ccccc2[nH]1)N1CCc2c(n(Cc3cccnc3)n(-c3ccccc3)c2=O)C1	2%
Cc1cc(C(=O)N2CCc3c(nc[nH]c3=O)C2)c2cc(Cl)ccc2n1	53%[activator]
NC(=O)c1cc(C(=O)O)c[nH]1	?

(cont.)
Molecule	ALOX12 inh
COc1ccc(NC(=O)Cn2ccc3ccc(Cl)cc32)c(OC)c1	-29%
CC1CCCCC1NC(=O)CS(=O)Cc1coc(-c2ccc(F)cc2)n1 (stereo not drawn)	70%[activator]
O=C(O)CCn1ncc2cc(OCC3CCN(C(=O)OC4CCCC4)CC3)ccc21	17%[176 µM]
CCC(C)NC(=O)c1cc2sc3ccccc3c2s1 (stereo not drawn)	?
Cc1cccc(CNc2cc(-c3ccccc3CN(C)C)ncn2)c1	-9%
O=C(Nc1cccc(-c2nc3ccccc3o2)c1)c1cc([N+](=O)[O-])ccc1Cl	?
C/C(CCC(C)C)=N\Nc1nc2ccccc2[nH]1	?
COc1ccccc1OCc1nc(C#N)c(N2CCC(Cc3ccccc3)CC2)o1	33%[activator]
Cc1cccc(Nc2nc(-c3ccc4c(c3)CCC(=O)N4)cs2)c1	?
O=C(CN1C(=O)CNC1=O)N1CCCC(Nc2ccc3c(c2)OCO3)C1 (stereo not drawn)	?
O=C(OCC(=O)N1CCCCC1)c1ccc(F)cc1	137%[activator]
CC(=O)c1ccc(N2CCN(Cc3nnc(-c4ccc(Br)s4)o3)CC2)c(F)c1	-1%
O=C1CCN(C(=O)Cc2cccc(F)c2)CCCOCCN1	56%[activator]
Cc1cnc(CC2CCN(C(=O)C3CCOC3)CC2)n1Cc1ccc(F)cc1 (stereo not drawn)	16%
CCC(C)NC(=O)NCC12CC3CC(CC(C3)C1)C2 (stereo not drawn)	23%
CCCCCn1nc(C(=O)Oc2ccc(C(=O)CC)cc2)c2ccccc2c1=O	-30%
Cc1cccc(CNc2nc(-c3cccnc3)nc3ccccc23)c1	?
NC(=O)[C@H]1C[C@@H](O)[C@H](O)[C@H]2[C@@H]1SC(=Nc1ccc(Cl)cc1)N2CC1CCCCC1	28µM*
C[C@]12CC[C@@H]3c4ccc(O)cc4CC[C@H]3[C@H]1C[C@@H](O)[C@H]2O	-12%[57.4 µM]
Cc1nccn1CC(=O)N[C@@H]1CN(Cc2ccccn2)C[C@H]1CO	115%[activator]
C#CCN(CC=C)Cc1cnc(S(=O)(=O)CC)n1CCCc1ccccc1	37%[activator]
Cc1cnc(C(=O)N2CCC(C(=O)N3CCCCCCNC(=O)CC3)CC2)cn1	16%
CC(=O)c1cccc(NC(=O)Cn2c(=O)c3c(ncn3CC(C)C)n(Cc3ccccc3)c2=O)c1	14%
CCn1ccc2oc(C)c(C(=O)N3CCN(c4ccc(Cl)cc4)CC3)c2c1=O	?
O=C1NCCCCCCN(C(=O)Cc2cccnc2)[C@@H]2C[C@@H](c3nc(-c4cccnc4)no3)C[C@H]12	-7%
O=C(C1CC1)N1CCCC(CN2CCCC2)CC1 (stereo not drawn)	58%[activator]
CC(C)CCn1nc(C(=O)OCC(=O)Nc2ccc(Cl)cc2F)c2ccccc2c1=O	-5%
O=C(O)Cn1cc(C(C(=O)O)N2CCN(Cc3ccccc3)CC2)c2ccccc21 (stereo not drawn)	?
FC(F)(F)c1ccc(Cl)c(N/N=C/c2ccc(OCc3ccccc3)cc2)c1	2.5µM*
CSc1cccc(NC(=O)C2C(C=C(C)C)C2(C)C)c1 (stereo not drawn)	-3%

Reformatted with each value named: entries from further up.
molecule: Cc1cccc(CNc2nc(-c3cccnc3)nc3ccccc23)c1
  ALOX12 inh: ?

molecule: NC(=O)[C@H]1C[C@@H](O)[C@H](O)[C@H]2[C@@H]1SC(=Nc1ccc(Cl)cc1)N2CC1CCCCC1
  ALOX12 inh: 28µM*

molecule: C[C@]12CC[C@@H]3c4ccc(O)cc4CC[C@H]3[C@H]1C[C@@H](O)[C@H]2O
  ALOX12 inh: -12%[57.4 µM]

molecule: Cc1nccn1CC(=O)N[C@@H]1CN(Cc2ccccn2)C[C@H]1CO
  ALOX12 inh: 115%[activator]

Additional records follow.
Molecule	ALOX12 inh
COC(=O)/C(C#N)=C/c1cc(Br)c(OC)cc1OC	-30%
O=C(CSc1ncnc2ccccc12)NN1C(=O)NC2(CCCCC2)C1=O	4%
Cc1ccc2nc3n(c2c1)[C@@H](CNC(=O)NC(C)C)COC3	6%[176 µM]
CC1CCC2(CC1)NC(=O)N(CC(=O)Nc1cc(C(F)(F)F)ccc1Cl)C2=O (stereo not drawn)	?
CC(=O)Nc1ccc(NC(=O)c2cccc3c2ccn3C)cc1	?
O=C(c1ccccc1)N1CCC2(CC1)C(=O)NCN2Cc1ccc(Cl)cc1	?
CCS(=O)(=O)Nc1ccc(C2(C(=O)NC(C)c3ccccc3)CCCCC2)cc1 (stereo not drawn)	6%
O=C1NC[C@@H](CCC(=O)N2CCN(c3ccccn3)CC2)N2C[C@@H](NCc3ccccc3)C[C@@H]12	26%
COC[C@@H]1CN(c2ncccn2)C[C@H]1C(=O)Nc1ccc(OC)nc1	12%
CCOc1ccc(C(=O)Nc2ccc3nc(NC(C)=O)sc3c2)cc1OCC	?
CC1=NS(=O)(=O)NC(C)=C1CCC(=O)Nc1ccc(C(C)C)cc1	-4%
CCCc1noc(-c2ccn3c(CNC(=O)c4cccc(C)c4)nnc3c2)n1	?
O=C(Nc1cccc(F)c1)c1ccc2c(c1)CC(c1ccc(F)cc1)OC2=O (stereo not drawn)	19%
CCN(CC)c1ccc(Nc2nc(-c3c(C)nc4sccn34)cs2)cc1	?
CC(C)(C)C(=O)N1N=C(c2ccco2)CC1c1ccc2nccnc2c1 (stereo not drawn)	?
COc1ccc(CC(=O)N2CC(c3nnc(C(C)C)o3)C3(CCOCC3)C2)cc1OC (stereo not drawn)	7%
O=S(=O)(c1ccccc1)N1CCN(Cc2cccc3cccnc23)CC1	2%
Cn1cc(C(=O)N2CCC(C(=O)N3CCCCCCNC(=O)CC3)CC2)cn1	60%[activator]
c1ccc(-c2cc(CSc3ccc4c(c3)OCCCO4)no2)cc1	21%
C[C@H]1[C@@H]2[C@@H](O)C([C@H](C)C(=O)NCc3ccc(F)cc3)CC[C@@]2(C)CC[C@@H]1NC(=O)Cc1ccccc1 (stereo partly drawn)	9%
Cc1[nH]c2ccccc2c1SCCNC(=O)c1ccccc1	?
CCCc1cc(=O)[nH]c(SC(C)C(=O)NC)n1 (stereo not drawn)	?
NC(=O)C1CCCN(CCNc2cc(-c3ccccc3)nc3ccnn23)C1 (stereo not drawn)	87%[activator]
Cc1ccc(-c2noc(CN(C)C(=O)COc3ccccc3)n2)cc1	?
O=[S+]1([O-])NCC2(CCN(Cc3cccnc3)CC2)Nc2ccccc21	69%[activator]
C[n+]1c(-c2ccc(C=NNC(=O)c3ccc(C(=O)NN=Cc4ccc(-c5cn6ccccc6[n+]5C)cc4)cc3)cc2)cn2ccccc21	-25%
Cc1nnnn1-c1cccc(C(=O)N2CCCC(O)(CN(C)C)CC2)c1 (stereo not drawn)	33%
CCC(NC(=O)c1cccc(COC)c1)c1ccccc1OC(F)F (stereo not drawn)	3%
CC1=C[C@@H](CNCc2cccnc2)[C@H](C(C)C)C[C@H]1Cc1nnc(-c2ccc(N(C)C)cc2)o1	12%
NC(=O)CCC(NC(=O)c1ccc(-c2ccc(F)cc2)o1)C(=O)O (stereo not drawn)	?

3 entries out of the list above, ordered by their value in ALOX12 inh, rising.
Molecule	ALOX12 inh
O=C(CSc1ncnc2ccccc12)NN1C(=O)NC2(CCCCC2)C1=O	4%
C[C@H]1[C@@H]2[C@@H](O)C([C@H](C)C(=O)NCc3ccc(F)cc3)CC[C@@]2(C)CC[C@@H]1NC(=O)Cc1ccccc1 (stereo partly drawn)	9%
CC1=C[C@@H](CNCc2cccnc2)[C@H](C(C)C)C[C@H]1Cc1nnc(-c2ccc(N(C)C)cc2)o1	12%

Continued.
Molecule	ALOX12 inh
COc1cccc(-c2cc3c(=O)n(CCNC(=O)c4cc(F)ccc4F)ccn3n2)c1	3%
CCC(CC)NC(=O)c1cc(C(C)C)nc2c1cnn2C(C)C	95%[activator]
Clc1ccc(CCC2CCNCC2)cc1	12%
O=C(NC1CC1)[C@@H]1C[C@H](Oc2cccnc2)CN1S(=O)(=O)c1cccc(F)c1	37%[activator]
CCc1[nH]c(C(=O)N2CCCC2c2ccc3c(c2)OCCO3)c(C)c1C(=O)OC (stereo not drawn)	24%
COCCNC(=O)[C@@H]1C[C@H](Oc2ccccc2)CN1S(=O)(=O)c1c(C)noc1C	27%
CC(=O)Nc1nc2ccc(CC(=O)N3CCN(c4ccccc4F)CC3)cc2s1	21%
CCc1ccc(CNC(=O)[C@H]2CCC[C@H]2NC(=O)c2ccc(OC)cc2)cc1	40%
Cc1cc2oc(C(=O)N3CCOC34CCN(C)CC4)cc(=O)c2cc1C	-12%
Cc1ccc(C(=O)N[C@@H]2CN(C3CCOCC3)C[C@H]2CN(C)C)cc1F	27%
CC1(COc2ccccc2)COc2ccc(C(=O)N3CCN(c4ccccn4)CC3)cc2N1 (stereo not drawn)	?
O=C(Cc1ccc2c(c1)CCCC2)NC1CCc2ccccc21 (stereo not drawn)	-36%
O=C(c1ccccc1OC(F)(F)F)N1CCC(c2n[nH]c(=O)n2-c2ccccc2)CC1	-1%
CC(C)c1cc(N2CCN(CCO)CC2)n2c(nc3ccccc32)c1C#N	-25%
COc1cccc(C(=O)Oc2ccc(C)cc2C(=O)/C=C/c2ccc(F)cc2)c1	-19%
Cc1ccccc1-c1cncnc1N1CCNCC1	-36%
CN1C[C@@H](NC(=O)c2ccco2)C[C@H]1c1nc(-c2cccnc2)no1	-1%[176 µM]
Cc1noc(C)c1CCCNC(=O)CCC[C@@H]1[C@H]2CCCN3CCC[C@@H](CN1C)[C@@H]23	19%
Cc1ccccc1C(=O)N1CCN(C(=O)c2nnn3c2COC(c2ccc(Cl)cc2)C3)CC1 (stereo not drawn)	28%
Cc1cc2ccccc2n1CC(=O)N1CCC(C(=O)O)CC1	-27%
O=C(c1ccc(Cl)cc1)N1CC2(CCCN(C3COC3)C2)Cc2ccccc21 (stereo not drawn)	?
O=C(CCC[C@@H]1[C@H]2CCCN3CCC[C@@H](CN1C(=O)c1cccnc1)[C@@H]23)NCCc1ccccn1	116%[activator]
